Screening results from PubChem BioAssay.
XiGFP reactiv – activators of X-chromosome reactivation in mouse fibroblasts. XiGFP mouse fibroblasts, % GFP-positive cells imaging, 3 d; cells co-treated with 5-aza-dC sensitizer; scaled so ellipticine positive control = 100%. activation, % at 7.58 µM. 360,000 tested, 0.055% active;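 active means mean normalized replicate activation at least 10% and every replicate at or above 10%; inconclusive means only one of the two criteria met; inactive means mean below 10% and not all replicates reach 10%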;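 further: 0% = median of on-plate neutral control wells and 100% = ellipticine 6 µM median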
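Assay system – SV40-immortalized XiGFP fibroblast cells, line 68-5-11 · Buffer or medium – DMEM supplemented with 5-aza-dC as sensitizing agent · Dosing – one concentration, pinned · Benchmarks – positive control ellipticine, 6 µM final · Times – 3 days compound exposure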
GSIS activator – GLuc luminescence reporter in INS-1E cells, primary screen for activators of glucose-dependent secretion of insulin | INS-1E GLuc reporter insulin secretion, 2-3 h | activation, % at 16.6 µM | 370,000 tested, 0.61% active;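 active means lowest replicate activation of at least 40%, so every replicate reaches that level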;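 further: 0% = median of neutral control wells and 100% = median of IBMX positive control wells; some compounds called inactive have numbers as strong as hits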
ARNT-TACC3 inh – disrupts binding between human ARNT and TACC3 | inhibition, % at 9.99 µM | AlphaScreen His-ARNT PAS-B/GST-TACC3 binding, luminescence; TACC3 fragment carries E629A point mutation | AID 623870 | Q9Y6A5 | 390,000 tested, 0.66% active;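 active means mean inhibition of replicates at least 50% and at least half of replicates each reaching 50%; inconclusive means half or more replicates reach 50% but mean below 50%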;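 further: 0% = complete ARNT plus TACC3 wells and 100% = ARNT alone without TACC3; many hits fall short of the cut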
DENV2 CPE rescue – protects cells from dengue virus 2 cytopathic effect; DENV2-infected cells, cytopathic effect rescue, plate reader; 350,000 tested, 1.7% active; AID 651640; CPE inhibition, % at 9.99 µM; in the data active means CPE inhibition above about 20%, passing the limit was not always enough; inconclusive means no clear call, values can overlap the other calls; tested in BHK-21 cells;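 further: 0% = median of neutral control wells and 100% = median of positive control wells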
F508del corr – CFTR F508del correction in bronchial cells; CFBE cells, YFP halide quenching; stimulated with forskolin plus potentiator P3; % fluorescence drop versus neutral controls; activity (quench increase), % at 7.58 µM; 350,000 tested, 0.36% active; AID 720511;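 active means mean added fluorescence quench of at least 8% versus neutral control, with both replicates also reaching 8%; inconclusive means only one of the mean or replicate conditions met; inactive means mean below 8% and not both replicates reaching 8%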;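 further: cells transiently co-express mutant CFTR-F508del with the halide-sensitive YFP; corrector assay measuring rescue of mutant channel to the surface after 24 h compound exposure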
EWS-Fli inh – blocks EWS/Fli oncoprotein-driven transcription | A673 NR0B1-luciferase reporter, viability-normalised | inhibition, % at 12.6 µM | 350,000 tested, 0.67% active | AID 651661;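 active means mean inhibition of at least 50% after viability correction, with every replicate also passing that limit; inconclusive means mean reaches 50% but only one of two replicates passes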;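 further: firefly luciferase signal divided by Alamar Blue viability fluorescence both relative to DMSO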
ERp5 inh – ERp5 (human) disulfide isomerase inhibition. 350,000 tested, 0.05% active. ERp5 insulin aggregation, absorbance 650 nm, 90 min. inhibition, % at 9.99 µM. Q15084;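 active means mean replicate inhibition above about 25%, with every replicate also reaching it, limit read from the data, passing the limit was not always enough; inconclusive means only one of those two criteria met; inactive means neither criterion met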
Target sequence (Q15084 whole entry, looked up): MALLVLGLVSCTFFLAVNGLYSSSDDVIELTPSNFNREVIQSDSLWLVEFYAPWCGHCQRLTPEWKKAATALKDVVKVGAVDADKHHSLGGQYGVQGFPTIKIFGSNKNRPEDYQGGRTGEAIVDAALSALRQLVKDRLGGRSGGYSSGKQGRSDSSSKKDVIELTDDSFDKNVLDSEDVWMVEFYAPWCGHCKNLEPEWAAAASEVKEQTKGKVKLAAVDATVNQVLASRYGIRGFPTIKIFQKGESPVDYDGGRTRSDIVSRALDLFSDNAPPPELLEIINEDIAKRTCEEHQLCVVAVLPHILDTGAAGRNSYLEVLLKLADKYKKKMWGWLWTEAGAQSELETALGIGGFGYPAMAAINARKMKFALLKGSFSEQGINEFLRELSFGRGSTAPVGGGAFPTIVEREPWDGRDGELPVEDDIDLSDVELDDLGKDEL
PAX8 reporter – inhibitors of PAX8 transcriptional activity in RMG-I cells | RMG-I TPO-luciferase reporter, SteadyGlo, 24 h | inhibition, % at 12.6 µM | 360,000 tested, 1.2% active | AID 652154;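 active means mean replicate inhibition at least 60% with every replicate also reaching 60%; inconclusive means only one of the two criteria is met; inactive means mean below 60% and not all replicates reaching 60%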;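 further: luciferase light reporting Pax8 driven TPO promoter activity; plate controls were median of neutral control wells for no effect and mitoxantrone controls for full effect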
* = called active by the depositor; ? = inconclusive; nt = no result given.

no.	Compound	EWS-Fli inh	DENV2 CPE rescue	PAX8 reporter	ERp5 inh	XiGFP reactiv	ARNT-TACC3 inh	F508del corr	GSIS activator
1	COc1ccc(NC(=O)c2cc(-c3ccc(F)cc3OC)n[nH]2)cc1OC	-4	-9	3	3	0.0	nt	-0.9	0
2	COc1ccccc1C(=O)N/C(=N/c1nc(C)cc(C)n1)Nc1ccccc1	-1	?	9	1	-0.1	-1	-7.1	7
3	CN(C)CCCNC(=O)c1cc(Br)ccc1O	-7	-5	-10	-6	0.0	12	-1.9	-6
4	CO[C@@H]1CN(C)C(=O)c2cc(NC(=O)c3cnccn3)ccc2OC[C@H](C)N(CCc2ccccc2)C[C@H]1C	-1	-12	10	1	-0.2	2	5.9	-14
5	COc1cc2c(cc1OC)CN(CC(=O)Nc1ccc(F)cc1F)CC2	4	-5	-29	-1	-0.1	3	-1.5	0
6	O=C1C=C(c2ccc3c(c2)oc2ccccc23)C[C@@H](c2ccc3c(c2)OCO3)C1	2	-2	0	-5	-0.1	12	3.2	nt
7	COc1ccccc1N1CCN(C(=O)c2cc(=O)c3c(C)cc(C)cc3o2)CC1	4	-2	-1	0	0.0	24	-0.4	-26
8	C[C@@H]1CCCCO[C@@H](CN(C)Cc2ccccc2)[C@H](C)CN([C@H](C)CO)C(=O)c2cc(NS(=O)(=O)c3cn(C)cn3)ccc2O1	1	-2	20	0	0.5	-19	0.4	4
9	COc1ccc(-n2nnc3c(=O)n(CC(=O)Nc4ccc5c(c4)OCCO5)cnc32)cc1OC	-8	9	nt	-10	0.2	-3	2.2	24
10	Clc1ccc(COc2cccc(CNCc3ccncc3)c2)cc1	9	-4	17	3	-0.1	3	1.0	-27
11	Cc1cc(C)c2sc(NC(=O)c3ccc(N4C(=O)CCC4=O)cc3)nc2c1	-10	?	-32	-1	9.9	2	2.6	31
12	CC1CCC/C(=N\NC(=O)COc2ccccc2Cl)C1 (stereo not drawn)	2	nt	-15	1	0.0	-1	-4.7	-4
13	CC(C)NC(=O)N(C)C[C@@H]1Oc2c(NS(=O)(=O)c3cccs3)cccc2C(=O)N([C@H](C)CO)C[C@H]1C	1	nt	nt	nt	0.1	nt	-1.9	10
14	COc1cc(NC(C)=O)c2ncccc2c1NC(C)=O	4	?	17	3	0.0	-4	1.1	8
15	COc1ccc(N2C(=O)c3ccccc3NC23CCCC3)cc1	-40	2	-61	2	-0.1	0	3.5	-2
16	O=C(CN1CCN(c2ccccn2)CC1)N1CCc2ccccc21	1	nt	8	4	0.2	-2	2.1	2
17	COc1ccc(S(=O)(=O)N[C@@H]2CC[C@H](CC(=O)NCCc3ccccc3)O[C@H]2CO)cc1	-5	-6	-4	6	-0.2	-13	-3.5	9
18	O=C(Nc1cccc2ccccc12)OC[C@@H]1CSCCS(=O)(=O)N1	-3	0	18	-2	0.0	nt	-1.7	-1
19	COc1ccc(NC(=O)Nc2ccc3c(c2)C(=O)N([C@H](C)CO)C[C@@H](C)[C@@H](CN(C)C(=O)Nc2ccc(OC)cc2)O3)cc1	-7	-6	10	7	0.1	-8	2.3	1
20	Cc1ccc(S(=O)(=O)N/N=C/c2ccc(O)c(O)c2)cc1[N+](=O)[O-]	-4	nt	4	1	0.0	-2	-1.4	3
21	Cc1cccc(NC(=O)c2ccc(OC3CSC3)cc2)c1	nt	nt	-126	nt	0.2	-5	nt	-12
22	S=C(NCc1ccccc1)N1CCN(Cc2ccc3c(c2)OCO3)CC1	-6	1	0	-9	0.1	22	-1.2	-8
23	O=C1c2ccccc2C(Nc2ccc(S(=O)(=O)N3CCOCC3)cc2)N1Cc1ccco1 (stereo not drawn)	9	4	nt	-1	-0.3	0	2.5	-1
24	CN1CCC(N2CCN(C3CN(CCc4ccccc4)S(=O)(=O)C3)CC2)CC1 (stereo not drawn)	9	10	11	2	0.0	nt	4.4	-1
25	COc1ccc(CN(CC(=O)NCc2ccc(F)cc2)C(=O)CCC(=O)Nc2cc(C)ccn2)cc1	7	15	2	1	-0.1	-4	3.8	-1
26	Cc1cccc2cc3ccccc3nc12	-13	-1	6	1	0.2	28	-0.6	5
27	C[C@H](CO)N1C[C@H](C)[C@@H](CN(C)Cc2ccc(C(=O)O)cc2)OCCCC[C@H](C)Oc2ccc(NC(=O)Nc3ccc(C(F)(F)F)cc3)cc2C1=O	-13	-6	-16	-1	0.0	14	3.4	-2
28	CC(C)C[C@@H]1CN(CCCC[C@H]2CNC(=O)C(=O)N2CCC2CCCCC2)C(=O)C(=O)N1CCC1CCCCC1	6	-2	-11	-3	0.3	nt	3.1	21
29	CSc1nc(S(=O)(=O)c2ccc(C)cc2)c(N2CCOCC2)s1	-24	-7	-3	1	0.1	nt	2.5	35
30	COCCNC(=O)C1(C)CCN(C(=O)c2cc(C)n(C(C)(C)C)n2)C1 (stereo not drawn)	-1	10	-1	0	-0.1	nt	2.4	20
31	COCCCNCCOCCOc1ccc(Cl)cc1Br	nt	nt	-7	nt	-0.1	-5	nt	13
32	Cc1noc(C)c1S(=O)(=O)N(C)C[C@H]1OCCCC[C@H](C)Oc2ccc(NS(=O)(=O)c3ccccc3)cc2C(=O)N([C@H](C)CO)C[C@@H]1C	4	?	9	-1	0.0	-6	2.3	-21
33	S=C(Nc1cccc(Cl)c1Cl)N1CCCC1	nt	8	-14	-2	-0.1	-6	-1.0	7
34	C[C@@H]1CN([C@H](C)CO)C(=O)c2cc(C#Cc3ccccc3)cnc2O[C@H]1CN(C)C(=O)c1ccccn1	-2	6	1	-1	0.0	0	-1.6	3
35	COc1cccc(CC(=O)OCC(=O)NNC(=O)c2ccc(Br)cc2)c1	5	13	-2	-1	0.4	-5	-0.9	5
36	COc1ccc(C(=O)Nc2ccc3[nH]ncc3c2)cc1	-41	2	-55	6	0.0	-4	2.5	9
37	Cc1cc(C)nc(SCC(=O)Nc2ccc(S(=O)(=O)Nc3onc(C)c3C)cc2)n1	-4	-8	9	5	0.0	23	-1.7	4
38	Cc1ccc(CNC(=O)CCc2c(C)[nH]c(=O)c(C#N)c2C)cc1	2	?	16	6	nt	-6	4.0	5
39	COC(=O)C1=C(C)N(Cc2cccnc2)C(=O)/C1=C\c1cccs1	0	-4	7	-2	0.1	nt	2.2	-11
40	CCCNC(=O)COC(=O)/C=C/c1ccc(C)o1	7	-6	25	12	0.0	-7	0.2	32

Compound profiles, from the list above:
COc1ccc(C(=O)Nc2ccc3[nH]ncc3c2)cc1 is listed as EWS-Fli inh = -41; DENV2 CPE rescue = 2; PAX8 reporter = -55; ERp5 inh = 6; XiGFP reactiv = 0.0; ARNT-TACC3 inh = -4; F508del corr = 2.5; GSIS activator = 9
Cc1cccc(NC(=O)c2ccc(OC3CSC3)cc2)c1 is listed as EWS-Fli inh = nt; DENV2 CPE rescue = nt; PAX8 reporter = -126; ERp5 inh = nt; XiGFP reactiv = 0.2; ARNT-TACC3 inh = -5; F508del corr = nt; GSIS activator = -12

The list goes on:
no.	Compound	EWS-Fli inh	DENV2 CPE rescue	PAX8 reporter	ERp5 inh	XiGFP reactiv	ARNT-TACC3 inh	F508del corr	GSIS activator
41	Cc1ccc(S(=O)(=O)N(C)C[C@H]2Oc3ccc(NC(=O)Cc4cn(C)c5ccccc45)cc3C(=O)N([C@@H](C)CO)C[C@H]2C)cc1	-6	nt	10	nt	-1.0	0	1.8	-5
42	COc1ccc(OC)c(NC(=O)c2ccc3c(=O)n(CCc4ccccc4)c(=S)[nH]c3c2)c1	29	-6	39	1	0.0	nt	nt	nt
43	CO[C@@H]1CN(C)C(=O)c2cc(NC(C)=O)ccc2OC[C@@H](C)N(C(=O)CN(C)C)C[C@@H]1C	4	-1	1	4	0.0	9	nt	-3
44	Cc1ccc2nc(-c3ccccc3NC(=O)CCC(=O)O)c(=O)[nH]c2c1	12	0	12	-3	0.0	0	-1.9	4
45	Cc1cccc2ccccc12	7	-4	nt	-1	nt	nt	1.0	17
46	CCOC(=O)c1cc2nc(OCC)nc(OCC)c2[nH]1	-9	4	11	1	0.2	-19	-0.7	26
47	O=C(NCCOc1ccc2ccccc2c1)c1cncc(Br)c1	-7	4	10	0	-0.1	0	0.8	-6
48	COCC(=O)Nc1ccc2c(c1)C(=O)N(C)[C@@H]1CC[C@@H](CC(=O)Nc3cn(C)nc3C)O[C@H]1CO2	2	-8	-8	nt	0.2	7	-0.7	4
49	NS(=O)(=O)c1cc(C(=O)NCCc2ccccn2)ccc1Cl	-6	-9	10	9	0.0	4	3.0	7
50	C[C@@H]1CN([C@H](C)CO)C(=O)c2cccc(NC(=O)Nc3ccccc3)c2O[C@H]1CN(C)Cc1ccc(C(F)(F)F)cc1	4	-1	11	2	-1.1	-21	4.1	-10
51	CCNC(=S)N/N=C/c1cn(Cc2ccccc2F)c2ccccc12	nt	nt	24	nt	-0.1	0	nt	16
52	C[C@H]1CN([C@@H](C)CO)C(=O)c2c(c3ccccc3n2C)-c2ccccc2CO[C@H]1CN(C)S(=O)(=O)c1ccc(C#N)cc1	-5	-7	nt	4	-1.2	11	-2.0	6
53	CCN(C(=O)COC(=O)c1ccc2c(c1)OCO2)c1c(N)n(Cc2ccccc2)c(=O)[nH]c1=O	-1	-3	-6	-1	0.1	nt	-0.3	8
54	O=C1c2ccccc2C(=O)N1OCc1ccccc1[N+](=O)[O-]	3	9	5	2	0.1	-7	1.4	-7
55	Cc1ccc(NC(=O)CN(C)S(=O)(=O)c2ccc(Cl)s2)c(O)c1	-6	-6	-59	4	0.1	0	-3.7	5
56	CC(=O)Nc1ccc(S(=O)(=O)N(C)c2ccc(OCC(=O)Nc3ccccc3C(C)=O)cc2)cc1	-7	6	33	4	-0.1	-4	-1.3	2
57	C[C@H]1CN([C@@H](C)CO)C(=O)Cc2cc(NS(=O)(=O)c3ccccc3)ccc2O[C@H]1CN(C)Cc1ccccc1	1	-5	9	8	-1.1	8	1.7	-7
58	O=C1CCCc2sccc2N1	3	nt	nt	7	nt	-2	0.9	10
59	COc1ccc(S(=O)(=O)N2CCN(C(=O)Cc3ccsc3)CC2)cc1	9	-9	8	10	0.1	nt	0.2	12
60	CCCCN1C(=O)C(CC(=O)NC2CCCC2)CC(C(=O)N(C)C)=C1C (stereo not drawn)	-2	-1	-2	-5	0.2	nt	-6.0	2
61	COC(=O)[C@]1(Cc2ccccc2)N[C@H](CN(C)C(=O)c2ccccc2)[C@@H]2C(=O)N(C)C(=O)[C@@H]21	-3	-7	-2	2	0.5	-6	0.1	3
62	COCCCC1CCN(Cc2nc(-c3ccccc3)no2)CC1	4	nt	-12	-1	-0.1	nt	-3.7	-1
63	COCCn1c(C)cc(/C=N/NC(=O)c2cccnc2)c1C	-10	5	-18	0	-0.1	17	-1.0	0

3 entries from above, sorted by the number in ARNT-TACC3 inh, highest first:
#	Structure	DENV2 CPE rescue	ERp5 inh	ARNT-TACC3 inh	F508del corr	GSIS activator
51	CCNC(=S)N/N=C/c1cn(Cc2ccccc2F)c2ccccc12	nt	nt	0	nt	16
38	Cc1ccc(CNC(=O)CCc2c(C)[nH]c(=O)c(C#N)c2C)cc1	?	6	-6	4.0	5
40	CCCNC(=O)COC(=O)/C=C/c1ccc(C)o1	-6	12	-7	0.2	32
